# NTR1 ag – NTR1-driven beta-arrestin-GFP spot formation – imaging, U2OS cells, high content, primary screen (AID 493036). agonist mode. 330,000 compounds, 0.17% hits. activation, % at 20 µM;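 active means activation at or above 40% of the spot to cytoplasm intensity ratio, with at least 20 cells analyzed; inconclusive means wells under 20 cells, flagged as cytotoxic or low count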;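 further: 0% = DMSO without peptide and 100% = 100 nM NTR1 peptide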
# Target sequence (P30989 whole entry, looked up): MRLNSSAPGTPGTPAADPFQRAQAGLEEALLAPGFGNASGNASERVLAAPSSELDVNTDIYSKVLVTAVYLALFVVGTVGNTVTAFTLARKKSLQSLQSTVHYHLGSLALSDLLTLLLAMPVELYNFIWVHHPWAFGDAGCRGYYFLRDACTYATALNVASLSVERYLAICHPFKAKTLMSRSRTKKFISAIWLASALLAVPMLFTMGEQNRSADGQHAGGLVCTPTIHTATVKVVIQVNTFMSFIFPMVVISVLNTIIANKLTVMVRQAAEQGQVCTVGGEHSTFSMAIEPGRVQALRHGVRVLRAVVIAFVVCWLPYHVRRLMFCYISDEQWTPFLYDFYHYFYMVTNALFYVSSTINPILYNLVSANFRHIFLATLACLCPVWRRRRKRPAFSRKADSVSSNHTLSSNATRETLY
# RSV antiviral HEp-2 – inhibition of RSV-induced cytopathic effect – HEp-2 cells, primary 10 µM value included (AID 2391). HEp-2 cells, RSV-induced CPE inhibition; higher % means a stronger effect. CPE inhibition, % at 10 µM, or IC50 in µM where a hit was titrated. 310,000 compounds, 0.13% hits; in the data active means a potency from the dose series; inconclusive means CPE inhibition mostly from about 23% at the one dose, without a potency; inactive means the rest, 99 in 100 with CPE inhibition below about 21%; further: strong numbers were not always called active
# Rac1 GTP hydrolysis – MgcRacGAP GTPase-activating activity inhibitors, confirmation, biochemical, ADP Hunter fluorescence; MgcRacGAP-stimulated Rac1 GTP hydrolysis, ADP Hunter fluorescence; higher % means a stronger effect; GST-tagged Rac1 F28L mutant substrate; inhibition, % at 30 µM; hits with a dose series show IC50 in µM; 340,000 compounds, 0.6% hits;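 active means first-screen hits whose inhibition reached a set limit at any dose in the follow-up dose series; inconclusive means inhibition above the set first-screen limit but never retested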;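 further: fluorescence reports GDP produced by GAP-driven GTP hydrolysis; strong numbers were not always called active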
# Dengue-2 NS5 capping – Dengue-2 NS5 methyltransferase inhibitors, primary screen, biochemical, confirmation dose response (AID 588689) | Dengue-2 NS5 methyltransferase capping enzyme assay, biochemical; higher % means a stronger effect | one-dose inhibition, % at 25 µM; IC50 in µM for titrated hits | 340,000 compounds, 0.3% hits; in the data active means a potency from the dose series; inconclusive means inhibition above about 29% without an active follow-up result
# Siah-1 displacement – blockers of Siah-1 interaction with plectin peptide – biochemical, fluorescence polarization, rhodamine-plectin, uHTS, primary screen (AID 1817); Siah-1 / rhodamine-plectin peptide fluorescence polarization; higher % means a stronger effect; one-dose displacement, % at 20 µM; IC50 in µM for titrated hits; 290,000 compounds, 0.02% hits;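 active means displacement of at least 50% at 20 µM, with a fluorescence ratio check between 0.3 and a set limit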;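 further: plate controls were Siah plus tracer with DMSO for no effect and tracer alone without Siah for full effect; strong numbers were not always called active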
# SV40 large T antigen – TAg ATPase/helicase activity blockers – biochemical (AID 1903); SV40 large T antigen ATPase/helicase inhibition assay; higher % means a stronger effect; inhibition, % at 20 µM; hits with a dose series show IC50 in µM; 310,000 compounds, 0.39% hits; in the data active means a potency from the dose series; inconclusive means inhibition mostly from about 32% at the one dose, without a potency; inactive means the rest, 99 in 100 with inhibition below about 32%; further: strong numbers were not always called active
# AID2073 – inhibitors of Mint1-CaV2.2 protein interaction, biochemical, HTRF (AID 2073). HTRF protein-protein interaction, Mint1-CaV2.2; higher % means a stronger effect. inhibition, % at 20 µM; hits with a dose series show IC50 in µM. 290,000 compounds, 0.19% hits; in the data active means inhibition mostly above about 51%, no sharp cut-off; inconclusive means no clear call, values can overlap the other calls; inactive means mostly below about 53%; further: some results filed as inactive read as strong as hits
# West Nile antiviral – inhibition of WNV-induced cytopathic effect – cell-based, CPE readout (AID 1621). 290,000 compounds, 0.02% hits. West Nile virus-infected cells, CPE inhibition; higher % means a stronger effect. one-dose CPE inhibition, % at 10 µM; IC50 in µM for titrated hits; in the data active means a potency from the dose series; inconclusive means CPE inhibition mostly from about 3.7% at the one dose, without a potency; inactive means the rest, 99 in 100 with CPE inhibition below about 2.2%; further: strong numbers were not always called active
# UTI89 phage lysis – inhibition of K1F phage lysis, E. coli UTI89, bacterial capsule biogenesis inhibitors, alamar blue (AID 488966); 340,000 compounds, 0.02% hits; inhibition, % at 100 µM; hits with a dose series show IC50 in µM; E. coli UTI89 K1F phage lysis, alamar blue, 2 h; higher % means a stronger effect;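 active means phage lysis inhibition, versus mean bacterial control, above a set limit; inconclusive means no clear call, values can overlap the other calls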;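 further: capsule biogenesis inhibitors block K1F phage lysis so surviving cells raise fluorescence; higher fluorescence means more inhibition of phage lysis; actives were called in the ten point dose series up to 300 µM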
# NTR1 ag cell count 20 µM – second read-out of NTR1 ag, no call of its own (marks repeat the call); cell count; measured here: cell count, cytotoxicity flag
# * hit, by the source's call; ? = inconclusive; . = no result given; [ ] = another dose, or the depositor's remark.
1: CCOC(=O)c1c(-c2ccccc2)csc1NC(=O)CSc1nnnn1C
2: Cc1cc(C)cc(C(=O)OCC(=O)N2CCCC2)c1
3: NC(=O)c1ccc(NC(=O)COC(=O)/C=C/c2ccc3c(c2)OCO3)cc1
4: N#C/C(=C/c1ccc(N2CCCCC2)o1)c1cccc(F)c1
5: CCN=C1S/C(=C\c2cn(CC(=O)NCc3ccco3)c3ccccc23)C(=O)N1CC
6: CC(=O)Nc1nnc(-c2ccc3c(c2)CCCC3)o1
7: CCOc1ccc(-n2c(Cc3cc(=O)[nH]c(=O)[nH]3)nnc2SC(C)C(=O)OC)cc1 (stereo unspecified)
8: O=c1c2cnn(-c3ccc(F)cc3)c2ncn1Cc1ccc(F)cc1
screen / no.,1,2,3,4,5,6,7,8
NTR1 ag,15.2,0.4,0.4,-4.1,6.1,-0.7,3.4,0.6
NTR1 ag cell count 20 µM,69,46,44,66,46,88,59,41
RSV antiviral HEp-2,0.5%,1.1%,0.7%,3.2%,1.2%,1.3%,1.5%,0.1%
Rac1 GTP hydrolysis,4.0%,10.0%,11.3%,26.2%,9.6%,11.9%,2.3%,9.4%
Dengue-2 NS5 capping,-4.0%,-12.5%,0.8%,-79.4%,-8.0%,-4.2%,2.2%,7.0%
Siah-1 displacement,-4.2%,0.6%,-3.1%,-2.4%,-5.4%,0.9%,-3.2%,3.1%
SV40 large T antigen,1.4%,9.7%,14.9%,10.2%,1.9%,1.9%,1.3%,10.9%
AID2073,-4.5%,-0.1%,-10.1%,47.6%,30.1%,6.8%,-2.6%,28.6%
West Nile antiviral,2.2%,-0.2%,0.0%,1.7%,1.0%,0.2%,.,-0.2%
UTI89 phage lysis,0.9%,0.3%,0.1%,0.5%,0.0%,-0.3%,2.8%,1.9%

9: Cc1cc(C)n(CC(O)Cn2ccc3ccccc32)n1 (stereo unspecified)
10: Cc1csc(NC(=O)CSc2ccc([N+](=O)[O-])cn2)n1
11: S=C(NCc1cccnc1)Nc1cccc2ccccc12
12: CCOc1cc(C(=O)Nc2cc3c(cc2N2CCOCC2)n(C)c(=O)n3C)cc(OCC)c1OCC
13: COc1ccc(Cl)cc1NC(=O)CN(C)C(=O)c1cc2ccccc2cc1OC
14: OCC1(Cc2ccccc2)CCCN(Cc2ccc3c(c2)OCCO3)C1 (stereo unspecified)
15: O=C(CCn1c(=O)oc2ccccc21)n1c(=O)oc2ccccc21
16: COc1nsnc1NS(=O)(=O)c1ccc(NC(=S)NC(=O)c2cccnc2)cc1
screen / no.,9,10,11,12,13,14,15,16
NTR1 ag,0.0,0.9,-1.3,-0.5,4.1,0.7,-1.5,-0.5
NTR1 ag cell count 20 µM,66,69,46,73,62,53,96,31
RSV antiviral HEp-2,-0.3%,-0.2%,2.1%,2.3%,14.9%,0.1%,0.6%,0.4%
Rac1 GTP hydrolysis,2.2%,10.2%,12.5%,10.3%,6.4%,8.9%,0.4%,.
Dengue-2 NS5 capping,-3.2%,-9.7%,2.2%,-3.5%,0.0%,-3.6%,2.5%,.
Siah-1 displacement,-2.7%,1.2%,-1.9%,9.1%,.,14.5%,-5.4%,-4.2%
SV40 large T antigen,-7.1%,4.7%,5.2%,2.2%,7.8%,10.8%,1.5%,3.4%
AID2073,0.6%,3.6%,-9.4%,5.0%,.,7.0%,3.3%,8.6%
West Nile antiviral,-0.4%,-0.5%,-0.4%,1.2%,.,-0.1%,0.8%,0.8%
UTI89 phage lysis,-0.9%,-0.2%,3.2%,0.5%,0.0%[50 µM],0.1%,0.4%,.

17: O=C(CN1CCN(c2ccc(F)cc2)CC1)NCC1CCCO1 (stereo unspecified)
18: O=C1NC(c2ccccc2)CCO1 (stereo unspecified)
19: COC(=O)c1ccccc1NS(C)(=O)=O
20: Cc1nc([N+](=O)[O-])c(Br)n1CC(=O)c1ccc2ccccc2c1
21: COc1cc(Nc2c3c(nc4ccccc24)CCCC3)cc(OC)c1OC
22: Cc1cccc(Cn2c(C(C)(C)C)cc3cccnc32)c1
23: Cc1ccc(OCc2cc(C(=O)N(C)Cc3cnc4ccccn34)no2)cc1C
24: Nc1n[nH]c(N)c1N=Nc1ccc2c(c1)OCO2
screen / no.,17,18,19,20,21,22,23,24
NTR1 ag,-0.8,1.5,2.3,21.2,0.9,0.9,5.8,0.9
NTR1 ag cell count 20 µM,101,86,63,73,91,62,48,48
RSV antiviral HEp-2,-0.1%,1.2%,-0.6%,-1.6%,2.1%,0.1%,-1.9%,1.6%
Rac1 GTP hydrolysis,12.3%,5.2%,5.5%,-13.7%,11.3%,8.4%,8.2%,30.1µM*
Dengue-2 NS5 capping,-5.2%,2.4%,8.3%,-7.1%,.,-4.1%,-9.8%,2.4%
Siah-1 displacement,2.9%,5.5%,.,1.4%,9.4%,9.2%,4.9%,-1.4%
SV40 large T antigen,17.2%,14.5%,.,5.2%,18.2%,5.5%,11.0%,36.4%
AID2073,-2.6%,6.1%,.,-21.4%,-0.3%,2.9%,-2.5%,-11.5%
West Nile antiviral,0.1%,0.0%,.,?,0.3%,-0.7%,0.0%,0.2%
UTI89 phage lysis,0.2%,-0.7%,0.0%,-0.2%,4.6%,0.7%,0.6%,0.1%

25: Cc1ccc(NC(=O)CC2Oc3ccccc3NC2=O)c(C)c1 (stereo unspecified)
26: Cc1c(CCO)c(=O)[nH]n1S(=O)(=O)c1ccc(Cl)cc1Cl
27: CCOC(=O)C1CCN(C(=O)Cc2cccs2)CC1
28: O=C(O)Cc1ccc(S(=O)(=O)Nc2ccccc2C(=O)O)cc1
29: COc1cc(C(=O)Nc2ccc(-c3nnc(-c4ccco4)o3)cc2)cc(OC)c1OC
30: O=C(O)C1CC(=O)N(c2ccc3c(c2)OCCO3)C1 (stereo unspecified)
31: C#Cc1ccc([C@H]2C=C(C(=O)N3CCN(Cc4ccc5c(c4)OCO5)CC3)O[C@@H](OCc3ccc(CO)cc3)C2)cc1
32: Cc1ccc(Cl)cc1NC(=S)N(CCN(C)C)C(C)c1ccccn1 (stereo unspecified)
screen / no.,25,26,27,28,29,30,31,32
NTR1 ag,0.6,-0.6,1.6,0.7,3.0,-2.3,-2.6,0.4
NTR1 ag cell count 20 µM,65,52,21,74,70,9,111,56
RSV antiviral HEp-2,-0.1%,1.2%,1.6%,0.4%,4.8%,0.7%,0.7%,1.2%
Rac1 GTP hydrolysis,-2.8%,4.3%,9.4%,7.7%,9.7%,7.3%,11.8%,6.7%
Dengue-2 NS5 capping,-2.2%,-0.7%,0.0%,2.3%,-11.3%,-10.4%,-3.3%,-5.3%
Siah-1 displacement,-4.5%,1.2%,-2.3%,0.1%,-2.6%,9.5%,-6.3%,6.5%
SV40 large T antigen,-0.4%,29.3%,7.2%,7.7%,14.8%,12.0%,8.7%,14.2%
AID2073,5.5%,-1.4%,0.7%,11.2%,27.4%,-5.3%,24.9%,-13.6%
West Nile antiviral,-0.5%,-0.7%,0.1%,1.8%,0.8%,-0.4%,.,-0.1%
UTI89 phage lysis,-1.8%,0.8%[50 µM],-0.7%,0.3%,0.2%,1.9%,3.5%,0.3%

33: COCCn1c(SCC(=O)Nc2ccc(N3CCOCC3)cc2)nc2ccccc21
34: Cn1nc(C(F)(F)F)c2cc(C(=O)Nc3ccc(F)c(Cl)c3)sc21
35: CN(CC(=O)Nc1ccc(Cl)c(C(F)(F)F)c1)C(=O)CCN1C(=O)C2CCCCC2C1=O (stereo unspecified)
36: Cc1ccc(NC(=O)COC(=O)C2CSC3(C)CCC(=O)N23)c(C)c1 (stereo unspecified)
37: CC(C)C[C@H](NC(=O)c1nc[nH]c1C(=O)NC1CCN(C(=O)OC(C)(C)C)CC1)C(=O)OCc1ccccc1
38: O=C(Cc1ccc(Cl)cc1)Nc1ccc(-c2nnc(-c3ccco3)o2)cc1
39: CCOC(=O)C1CCCN(CCC(=O)Nc2ccc(C)cc2)C1 (stereo unspecified)
40: CCC1C(=O)C(CC)C(c2ccccc2)NC1c1ccccc1 (stereo unspecified)
screen / no.,33,34,35,36,37,38,39,40
NTR1 ag,-0.9,11.3,1.4,-1.9,36.8,0.7,-1.3,0.9
NTR1 ag cell count 20 µM,59,60,67,76,44,83,83,78
RSV antiviral HEp-2,3.0%,19.9%,2.3%,0.8%,-4.9%,4.0%,1.7%,1.6%
Rac1 GTP hydrolysis,11.4%,1.1%,3.5%,4.2%,3.1%,4.6%,7.3%,8.1%
Dengue-2 NS5 capping,-9.3%,-8.5%,10.3%,-12.8%,4.8%,-9.0%,3.3%,-3.9%
Siah-1 displacement,6.5%,4.2%,.,.,-3.5%,0.1%,0.2%,5.6%
SV40 large T antigen,1.1%,5.5%,8.8%,.,8.8%,9.1%,23.5%,25.8%
AID2073,11.2%,-0.7%,.,.,19.9%,21.2%,-0.4%,-11.1%
West Nile antiviral,-0.6%,-0.6%,.,.,?,-1.1%,0.5%,0.5%
UTI89 phage lysis,2.9%[50 µM],0.0%,0.6%[50 µM],0.7%[50 µM],0.6%,0.1%,0.2%,1.4%

41: CC(=O)O[C@H]1CC[C@@]2(C)C(=CC[C@H]3[C@@H]4CC[C@H](C5(C)OCCO5)[C@@]4(C)CC[C@@H]32)C1
42: Cc1ccc(S(=O)(=O)N2CCOCC2)cc1NC(=O)COC(=O)C1COc2ccccc2O1 (stereo unspecified)
43: CCN(CC)CCCn1c(=S)[nH]c2ncccc2c1=O
44: Cc1cc(=O)[nH]c(SCCOc2cccc(C(F)(F)F)c2)n1
screen / no.,41,42,43,44
NTR1 ag,2.8,-0.4,-1.2,0.0
NTR1 ag cell count 20 µM,59,42,79,55
RSV antiviral HEp-2,16.1%,0.9%,0.0%,-3.3%
Rac1 GTP hydrolysis,1.6%,10.0%,5.7%,5.9%
Dengue-2 NS5 capping,-3.2%,-8.9%,-5.5%,-4.2%
Siah-1 displacement,.,1.6%,-0.4%,2.2%
SV40 large T antigen,9.0%,3.7%,8.5%,2.1%
AID2073,.,5.0%,-17.6%,3.0%
West Nile antiviral,.,0.0%,-0.7%,-0.6%
UTI89 phage lysis,9.7%,1.8%,0.5%,0.1%

# Record cards, as listed above. Values in the order: NTR1 ag | NTR1 ag cell count 20 µM | RSV antiviral HEp-2 | Rac1 GTP hydrolysis | Dengue-2 NS5 capping | Siah-1 displacement | SV40 large T antigen | AID2073 | West Nile antiviral | UTI89 phage lysis
# Cc1cc(=O)[nH]c(SCCOc2cccc(C(F)(F)F)c2)n1 as listed: 0.0 | 55 | -3.3% | 5.9% | -4.2% | 2.2% | 2.1% | 3.0% | -0.6% | 0.1%
# CC(=O)O[C@H]1CC[C@@]2(C)C(=CC[C@H]3[C@@H]4CC[C@H](C5(C)OCCO5)[C@@]4(C)CC[C@@H]32)C1 as listed: 2.8 | 59 | 16.1% | 1.6% | -3.2% | . | 9.0% | . | . | 9.7%

# From PubChem BioAssay

# Compounds were not picked by outcome. About 1.6% of those tested had a hit in this group.
